Screening data from PubChem BioAssay.
EPAC1 ag: qHTS for Agonist of cAMP-regulated guanine nucleotide exchange factor 3 (EPAC1): primary screen. Rap guanine nucleotide exchange factor 3 (Homo sapiens), O95398. EPAC1 agonist qHTS, biochemical assay; response scale: 100% = response to 6.5 mM cAMP. Potency, µM (series often up to 154 µM), inactives show at the highest dose activation, actives largely listed as activators. hit rate 0.073% among 360,000. AID 720707, 2013; note: potency is the fitted concentration of half-maximal effect; nearly all actives have a fitted effect of over 60% in size
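Fluorescent GDP-exchange assay: 100 nM EPAC1 with 250 nM Rap1B preloaded with BODIPY-GDP and 50 uM GDP; compounds tested as concentration series, 5 min at room temperature, then read every 5 min for 30 min (ex 480/em 540 nm); normalized to 6.5 mM cAMP.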
IL-2 act: qHTS of IL-2 Activators; hit rate 0.065% among 360,000; activation, % (series mostly up to about 46 µM); IL-2 activation reporter assay, cell-based qHTS; stimulated with anti-CD3/CD4/CD28 beads; in transgenic mouse T cells; in the data active = activation above about 50%; inconclusive = mostly about 30% to 49%; note: 0% is about no effect
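Unstimulated transgenic mouse T cells, 750 per well, received compound and, after 60 minutes, anti-CD3/anti-CD4 bead plus anti-CD28 stimulation. EGFP and DsRed were quantified after 18 hours.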
PTHR1 ag: qHTS for PTHR1 Agonists: Primary Screen. Parathyroid hormone/parathyroid hormone-related peptide receptor (Homo sapiens), Q03431. HEK293 GP2 PTHR1 cells, GloSensor cAMP luminescence, 1 h. Potency, µM (titrated, usually from 115 µM), for the others: top-dose activation, hits mostly activators. hit rate 0.075% among 410,000. AID 743266, 2014; note: potency is the fitted concentration of half-maximal effect; nearly all actives have a fitted effect of over 55% in size; some results filed as inactive show a strong effect at the top dose; inactives centre near -15; many of its hits are not listed in these tables
Target sequence (Q03431 whole entry, looked up): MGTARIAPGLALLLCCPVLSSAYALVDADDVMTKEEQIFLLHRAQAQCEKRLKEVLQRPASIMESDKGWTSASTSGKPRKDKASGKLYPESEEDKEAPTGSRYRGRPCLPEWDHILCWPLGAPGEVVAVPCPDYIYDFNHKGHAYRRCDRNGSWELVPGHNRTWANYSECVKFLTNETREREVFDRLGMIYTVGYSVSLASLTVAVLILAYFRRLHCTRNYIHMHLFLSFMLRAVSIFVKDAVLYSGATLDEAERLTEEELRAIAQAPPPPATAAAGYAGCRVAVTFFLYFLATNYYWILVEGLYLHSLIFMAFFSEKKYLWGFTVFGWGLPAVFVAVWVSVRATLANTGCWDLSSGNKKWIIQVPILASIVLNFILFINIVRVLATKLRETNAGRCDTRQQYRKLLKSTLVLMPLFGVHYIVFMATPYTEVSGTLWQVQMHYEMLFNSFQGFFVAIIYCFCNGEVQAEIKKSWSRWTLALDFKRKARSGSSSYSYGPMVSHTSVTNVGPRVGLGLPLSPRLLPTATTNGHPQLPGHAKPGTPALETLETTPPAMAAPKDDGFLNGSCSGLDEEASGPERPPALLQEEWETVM
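HEK-293-derived GP2 cells expressing PTHR1 and a GloSensor cAMP reporter, 3,000/well, plated overnight, given luciferin plus IBMX (each 0.5 mM as added) for 1 h at 37 °C, then compound for 1 h at 37 °C. Luminescence was read after 15 min at room temperature.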
GLP1R ag: qHTS of GLP-1 Receptor Agonists | Glucagon-like peptide 1 receptor (Homo sapiens), P43220 | Potency, µM (doses to about 45.6 µM), inactives show at the top dose activation, most hits filed as activators | HEK293 GLP-1R CRE-luciferase, luminescence, 4-6 h; cells express a hypersensitive GLP-1R form | hit rate 0.007% among 380,000; note: potency is the fitted concentration of half-maximal effect; % of control where 0% means no effect
PLK1 PBD inh: qHTS for Inhibitors of PLK1-PDB (polo-like kinase 1 - polo-box domain): Primary Screen. AID 720504, 2013. Serine/threonine-protein kinase PLK1 (Homo sapiens), P53350. Potency, µM, inactives show max response, negative = inhibition, actives largely listed as inhibitors. hit rate 2.8% among 360,000. Plk1 PBD binding of FITC phosphopeptide, fluorescence polarization; note: potency is the fitted concentration of half-maximal effect; series mostly up to about 57 µM; % is set by controls: 0 for no effect and ±100 for the full control effect; nearly all actives have a fitted effect of over 65% in size
GLP1R inv ag: qHTS of GLP-1 Receptor Inverse Agonists (Inhibition Mode); Potency, µM (series often up to 38.3 µM), for the others: top-dose activity change, negative = inhibition, actives largely listed as inhibitors; HEK293 GLP-1R CRE-luciferase, luminescence, 24 h; GLP-1R form is constitutively active; hit rate 1.6% among 410,000; AID 624417, 2012; Glucagon-like peptide 1 receptor (Homo sapiens), P43220; note: potency is the fitted concentration of half-maximal effect; % is set by controls: 0 for no effect and ±100 for the full control effect; nearly all actives have a fitted effect of over 55% in size
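qHTS in 1536-well format: reporter HEK293 cells expressing constitutive GLP-1R activity in DMEM + 10% Nu serum, 24 hr with compounds at 37 deg C, luminescence read after 12 min with detection reagent.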
HEK293 tox: qHTS of GLP-1 Receptor Inverse Agonists: Cytotox Screen. Potency, µM (series often up to 38.3 µM), for inactives: at the highest dose activity change, negative = inhibition, most hits filed as inhibitors. HEK293 cAMP-luciferase reporter cells, luminescence, 24 h. hit rate 0.13% among 410,000;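 note: loss of luciferase light is scored as toxicity; potency is the fitted concentration of half-maximal effect; % is set by controls: 0 for no effect and ±100 for the full control effect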
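MLSMR compounds, 24 hr on cells at 37 deg C/5% CO2; luminescence after luciferase reagent (12 min RT). Inhibition counted as the undesired cytotoxic outcome.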
PI5P4K alpha inh: qHTS for Inhibitors of phosphatidylinositol 5-phosphate 4-kinase (PI5P4K). AID 652105, 2013. Phosphatidylinositol 5-phosphate 4-kinase type-2 alpha (Homo sapiens), P48426. hit rate 1.2% among 330,000. PI5P4Kalpha enzyme, ADP-Glo luminescence, 60 min; active compounds read low. max response, %; active = max response of -50% or lower; inconclusive = between -30% and -50%; inactive = -30% or higher; note: value at the top dose of about 77 µM; % is set by controls: 0 for no effect and ±100 for the full control effect
Target sequence (P48426 whole entry, looked up): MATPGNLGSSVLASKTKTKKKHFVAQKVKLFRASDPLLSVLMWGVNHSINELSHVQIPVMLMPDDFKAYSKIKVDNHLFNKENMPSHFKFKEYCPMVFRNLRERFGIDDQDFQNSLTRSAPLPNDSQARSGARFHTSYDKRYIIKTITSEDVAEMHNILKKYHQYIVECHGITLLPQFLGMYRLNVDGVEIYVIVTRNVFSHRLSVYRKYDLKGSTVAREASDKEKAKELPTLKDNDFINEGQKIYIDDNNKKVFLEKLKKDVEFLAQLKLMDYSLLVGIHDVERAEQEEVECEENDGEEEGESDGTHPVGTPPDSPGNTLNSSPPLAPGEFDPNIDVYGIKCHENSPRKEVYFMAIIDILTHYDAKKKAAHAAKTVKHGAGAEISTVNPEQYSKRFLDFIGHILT
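ADP-Glo luminescence end-point after a 60 min room-temperature kinase reaction. PI5P4Kalpha and substrate in HEPES pH 7.4 buffer with EGTA, 0.1% CHAPS and 5% DMSO; ATP at 5 microM final.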
EPAC1 antag: qHTS for Antagonist of cAMP-regulated guanine nucleotide exchange factor 3 (EPAC1): primary screen. AID 720709, 2013. EPAC1 GEF assay, Rap1b-BODIPY-GDP exchange fluorescence. Rap guanine nucleotide exchange factor 3 (Homo sapiens), O95398. Potency, µM (highest dose often 115 µM), for inactives: at the highest dose activity change, negative = inhibition, most hits filed as inhibitors. hit rate 0.14% among 360,000;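 note: potency is the fitted concentration of half-maximal effect; plate controls were vehicle for no effect and positive control for full effect; nearly all actives have a fitted effect of over 50% in size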
An asterisk follows results filed as active; i = inactive; ? = inconclusive; . = no result given; [ ] = another dose, or the depositor's remark. Unless noted, calls come from the whole dose curve; as a rule, active = well fitted curve in the direction sought with a large enough effect; inconclusive = small, poorly fitted or top-dose-only effect, or another doubt; inactive = no such curve, though single readings can be large; an effect the other way counts as inactive or inconclusive.

| Molecule | EPAC1 ag | IL-2 act | PTHR1 ag | GLP1R ag | PLK1 PBD inh | GLP1R inv ag | HEK293 tox | PI5P4K alpha inh | EPAC1 antag |
| --- | --- | --- | --- | --- | --- | --- | --- | --- | --- |
| N#Cc1ccc(CSc2nnc(-c3cccnc3)o2)cc1 | 7.7% | 0.4 | i | -0.2% | -8.3% | 10.6% | 1.0% | 0.1 | -19.8% |
| C[C@H]1CN=C2N(CCNC(=O)CCC3CCCCC3)[C@H](Cc3ccc(O)cc3)CN21 | -6.0% | -0.2 | -19.6% | -0.1% | -4.1% | 10.0% | -2.8% | -6.6 | 8.3% |
| COc1cccc2cc(C(=O)NCCc3ccccc3)c(=O)oc12 | 2.2% | -0.4 | -10.6% | 4.0% | -4.7% | 3.9% | -2.2% | 2.4 | -10.9% |
| CCOC(=O)C1CCN(C(=O)CN2C(=O)COc3ccc(C(C)(C)C)cc32)CC1 | -4.6% | -0.3 | 6.8% | 19.6% | -2.7% | -20.9% | -11.9% | 10.1 | -0.4% |
| CC1(C)CC(=O)C2=C(C1)NCN(Cc1ccc3c(c1)OCO3)C2 | -4.9% | -0.5 | i | -10.5% | 26.7µM* | -3.9% | -11.7% | -17.5 | 3.8% |
| O=c1[nH]c(/C=C/c2cccc3ccccc23)nc2ccccc12 | -3.8% | 4.3 | 11.3% | 10.0% | -1.3% | 9.9% | 22.0% | -11.4 | -7.3% |
| Cc1ccccc1CN(c1ccc(C(=O)Nc2ccccc2C(=O)N2CCCC2)cc1)S(C)(=O)=O | 9.8% | 0.6 | i | 1.0% | -5.3% | 3.5% | -7.3% | . | 3.9% |
| COCCN(C(=O)COC(=O)Cc1cccc(OC)c1)c1c(N)n(Cc2ccccc2)c(=O)[nH]c1=O | 8.6% | -0.6 | -39.5%[inhibitor] | -2.2% | 0.4% | -10.2% | -15.2% | 5.6 | -24.9% |
| O=C(CCC(=O)OCc1ccc([N+](=O)[O-])cc1)Nc1ccccc1Cl | 4.6% | 10.9 | -1.6% | -0.1% | -8.2% | 4.3% | 8.7% | -7.5 | ? |
| CCOC(=O)C1(CCOc2ccccc2)CCN(Cc2cccc(-n3cccn3)c2)CC1 | -6.0% | -0.8 | -53.3%[inhibitor] | -4.5% | 2.4% | 5.01µM* | -11.5% | 7.1 | -8.8% |
| c1ccc(CSc2nnc(-c3ccco3)n2Cc2ccccc2)cc1 | 6.1% | -0.7 | -89.0%[inhibitor] | 3.4% | -15.4% | -61.9% | 4.2% | -1.6 | 3.5% |
| CC(=O)c1ccc(OCc2cc(C(=O)N3CCCCCCC3)no2)cc1 | 9.9% | -5.1 | -83.4%[inhibitor] | 13.8% | -7.9% | -26.7% | 4.2% | 4.6 | -21.9% |
| COc1ccc2c(c1)CC/C(=C\C=C\c1ccccc1OC)C2=O | -3.5% | -3.0 | -15.0% | 3.9% | -28.5% | 0.0% | -0.2% | 0.3 | 3.6% |
| CCCn1nc2cc(C(=O)NCc3ccc(C)cc3)ccc2c1OC | -10.4% | 1.4 | -22.1% | 4.0% | -14.0% | 2.0% | 5.1% | -1.4 | -0.3% |
| CC(=O)c1c(C)[nH]c(C(=O)OCn2nnc3ccccc3c2=O)c1C | -15.7% | 1.4 | -16.9% | -11.4% | -23.2% | 13.9% | -3.2% | -6.3 | 7.8% |
| CC(=O)N1C(=S)NC(=O)/C1=C1/C(=O)N(CC(=O)Nc2cccc(C)c2)c2ccccc21 | -14.2% | -0.2 | i | -0.3% | -1.0% | 3.2% | -18.3% | -15.6 | -10.0% |
| CCc1nnc(SCC(=O)NCCC2=CCCCC2)nc1CC | 3.6% | -2.2 | -6.0% | 4.3% | -15.8% | -22.7% | -2.4% | -2.8 | 10.9% |
| COc1ccc(CNS(=O)(=O)c2ccc(NC(=O)N3CCCCC3)cc2)cc1 | 10.5% | -0.7 | -24.6% | 9.9% | -3.2% | 8.7% | -0.1% | 2.6 | 7.6% |
| COCCCNC(=O)CC(NS(=O)(=O)c1ccc(Cl)cc1)c1ccc(OC)cc1 (stereo not drawn) | 9.0% | -0.4 | -1.0%[57.5 µM] | -2.3% | -10.0% | 4.4% | 0.2% | . | -12.3% |
| CCN(C[C@H]1N[C@@](Cc2ccccc2)(C(=O)OC)[C@H]2C(=O)N(Cc3ccccc3)C(=O)[C@@H]12)S(=O)(=O)c1ccc(F)cc1 | -2.9% | 0.3 | -12.0% | 0.2% | -0.9% | -28.0% | 4.7% | 11.3 | -14.6% |
| CC(C)(C)c1ccc(OCCC(=O)NNC(=O)c2ccncc2)cc1 | -5.5% | -1.5 | -5.1% | 1.9% | -13.8% | 0.3% | 2.3% | 5.4 | 8.0% |
| N#C/C(=N\O)c1nc2ccccc2[nH]1 | 8.0% | 0.1 | -42.2% | -1.1% | -3.1% | 8.6% | 11.5% | -15.9 | -8.7% |
| O=C(Nc1nc2c(F)cccc2s1)C1CC1 | -1.3% | 0.9 | i | 5.6% | 4.0% | 10.6% | 0.5% | 6.5 | 5.1% |
| Cc1cc(NC(=O)CSc2nc3c(c(-c4cccnc4)c2C#N)CCC3)no1 | -1.1% | -3.1 | -29.8%[57.5 µM] | -0.1% | -5.9% | 2.9% | 0.7% | . | 12.8% |
| COc1ccc(OC)c(NC(=S)NCc2ccccc2OC)c1 | 6.3% | 0.6 | -16.7% | 18.4% | -21.5% | ? | ? | 1.3 | -26.3% |
| CN(C)c1ccc(-c2noc(C3CCN(S(=O)(=O)c4cccc(Cl)c4)CC3)n2)cc1 | 7.6% | 2.2 | -11.0%[57.5 µM] | 4.2% | -8.0% | -7.2% | 6.4% | . | 0.6% |
| CCN(CCCNC(=O)c1[nH]c(C)c(C(C)=O)c1C)c1cccc(C)c1 | 3.0% | -0.9 | -5.5%[57.5 µM] | 8.8% | -4.9% | ? | -28.8% | -0.4 | 17.2% |
| COc1ccc(S(=O)(=O)NCC(=O)Nc2ccc(F)cc2)cc1 | 1.5% | -0.6 | -3.2% | -1.4% | 0.4% | -9.2% | 4.9% | 2.6 | -12.8% |
| CC(=O)c1ccc(Cc2ccc(C(C)=O)s2)s1 | 7.6% | 2.4 | -9.2% | 17.1% | -14.8% | 27.7% | -9.9% | 4.3 | -0.6% |
| Cc1ccc(CON=C2CCN(c3ncc(C(F)(F)F)cc3Cl)CC2)cc1 | -0.5% | -3.1 | i | 1.4% | -5.5% | 2.0% | 3.9% | -17.2 | 0.7% |

Remaining list, next part:
| Molecule | EPAC1 ag | IL-2 act | PTHR1 ag | GLP1R ag | PLK1 PBD inh | GLP1R inv ag | HEK293 tox | PI5P4K alpha inh | EPAC1 antag |
| --- | --- | --- | --- | --- | --- | --- | --- | --- | --- |
| CC(NC(=O)c1ccc(=O)oc1)c1ccccc1 (stereo not drawn) | -1.3% | 0.1 | i | -2.8% | -7.2% | 25.1% | 3.3% | -1.0 | -6.3% |
| COCCNC(=O)C1CCC(=O)N(c2ccc(OC)cc2)C1c1ccc(OC)c(OC)c1 (stereo not drawn) | 7.1% | -0.9 | i | -5.5% | -0.6% | 0.0% | -1.2% | . | 0.3% |
| CCCOc1cccc(C2C(C(=O)c3ccco3)=C(O)C(=O)N2c2nnc(C)s2)c1 (stereo not drawn) | 3.0% | -1.8 | i | -4.7% | -28.2% | 8.1% | 65.7%[activator] | 4.2 | 7.1% |
| Cc1ccn(CCC(=O)O)n1 | 2.2% | 1.9 | 18.4% | -1.4% | -10.1% | -2.6% | 10.1% | -3.3 | -10.3% |
| O=C(Nc1ccc2c(c1)OCCO2)C(C1CC1)N1CCN(C/C=C/c2ccccc2)CC1 (stereo not drawn) | -9.1% | 0.1 | -21.2% | -1.0% | 0.4% | -1.8% | 2.0% | -4.2 | 3.7% |
| COc1cc(C)c(C(C)C)cc1S(=O)(=O)NC1CC(C)(C)NC(C)(C)C1 | 3.2% | 0.9 | i | 12.6% | -17.3% | ? | -2.3% | -4.3 | -10.7% |
| CCC(=O)Nc1ccc(S(=O)(=O)Nc2ncccn2)cc1 | -1.6% | -2.2 | i | -8.7% | -5.5% | 3.2% | -0.1% | -5.6 | -0.6% |
| CCC(c1nnnn1-c1ccc2c(c1)OCCO2)N1CCN(c2ccc(OC)cc2)CC1 (stereo not drawn) | 4.6% | -0.8 | -19.0% | 9.3% | -4.4% | -15.4% | 2.7% | 1.0 | -7.0% |
| O=C(CC(C(=O)O)c1ccc(Cl)cc1Cl)c1ccc(Cl)cc1 (stereo not drawn) | 13.0% | -0.9 | i | -4.6% | -3.2% | ? | -8.9% | 12.6 | -3.4% |
| CN1CCN(C(=O)c2ccc3c(c2)N(Cc2ccc(C(F)(F)F)cc2)C(=O)c2ccccc2S3)CC1 | . | . | i | 1.2% | . | 13.4% | 5.7% | . | . |
| COc1ccc(C(=O)OCC(=O)Nc2cc(C)on2)cc1S(=O)(=O)N1CCOCC1 | 1.2% | 0.8 | i | 4.4% | -9.8% | -4.6% | 8.4% | 0.4 | 0.5% |
| Cc1cc(C)c2cc(C#N)c(NCCNC(=O)c3ccccn3)nc2c1 | -13.5% | -0.4 | -2.7% | . | -5.2% | 17.9% | 0.1% | 0.4 | 9.7% |
| CCC(C)(C)NC(=O)C(c1cccn1C)N(Cc1ccccc1)C(=O)Cn1nnc2ccccc21 (stereo not drawn) | -3.0% | -4.5 | i | -2.8% | 1.4% | 13.8% | -6.8% | -7.0 | 5.6% |

The list is partial; rates above refer to the full screens.
